p47phox inh – inhibitors of human p47phox binding. P14598. inhibition, % at 24.7 µM. 220,000 tested, 0.53% active. p47phox/p22phox peptide binding, fluorescence polarization, 2 h;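 further: 0% = p47phox with labelled peptide and 100% = labelled peptide alone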
Target sequence (P14598 whole entry, looked up): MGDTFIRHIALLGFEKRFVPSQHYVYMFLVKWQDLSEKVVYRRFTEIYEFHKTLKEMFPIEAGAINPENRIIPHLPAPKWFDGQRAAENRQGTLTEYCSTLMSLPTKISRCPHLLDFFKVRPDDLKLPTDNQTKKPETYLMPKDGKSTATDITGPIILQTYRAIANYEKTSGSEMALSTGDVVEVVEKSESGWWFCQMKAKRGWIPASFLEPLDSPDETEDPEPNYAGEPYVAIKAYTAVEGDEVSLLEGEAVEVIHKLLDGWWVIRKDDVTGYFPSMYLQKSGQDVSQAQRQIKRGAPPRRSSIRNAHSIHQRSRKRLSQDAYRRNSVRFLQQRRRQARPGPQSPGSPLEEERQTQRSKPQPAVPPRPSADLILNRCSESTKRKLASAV
eIF4E 4G PPI – inhibitors of eIF4E and eIF4G interaction in translation initiation. P63073+Q04637. TR-FRET eIF4E-eIF4GI(517-606) binding, 2 h. inhibition, % at 21.7 µM. 220,000 tested, 0.37% active;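 further: 0% = full FRET control wells and 100% = background wells lacking eIF4GI fragment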
Rad51 HR inh – Rad51 (human) homologous recombination inhibition. inhibition, % at 10 µM. hRad51 DNA strand exchange, fluorescence dequenching. 200,000 tested, 0.085% active. Q06609;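 active means inhibition above 40% at the single screening dose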;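 further: 0% = DMSO control wells and 100% = blanks with heterologous ssDNA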
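material = hRad51 filaments on single-stranded DNA | reagent = Donor/quencher-labelled 47-bp dsDNA substrate | compound = 10 µM final, single point | schedule = strand-exchange reaction 15 min at room temperature | measured by = fluorescein emission 520 nm, excitation 485 nm | read-out basis = % inhibition versus plate control and blank means | benchmarks = plate controls and plate blanks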
thrombin 1536 – blocks human thrombin protease activity; P00734; alpha-thrombin, Boc-VPR-AMC fluorogenic substrate cleavage; inhibition, % at 5 µM; 220,000 tested, 0.26% active; AID 1046;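 active means inhibition at or above 40%; inactive means inhibition below 40%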;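 further: 0% = enzyme with no compound and 100% = wells without enzyme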
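Assay system: human alpha-thrombin enzyme. Reagent: Boc-VPR-AMC substrate, 15 µM final. Compound dosing: one concentration per compound, 5 µM, with 0.2% DMSO. Incubation: room-temperature reaction. Technique: AMC fluorescence, 355/460 nm. Measure: % inhibition relative to enzyme controls and enzyme-free blanks.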
KCC2 mod – modulates chloride dependent transport by human KCC2; Q9H2X9; KCC2 cells, thallium flux FluoZin-2 fluorescence; B-score of Tl+ flux slope (higher = more flux/activation; lower = inhibition) at 10 µM; 190,000 tested, 2.2% active;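 active means thallium flux slope and its plate-corrected score both differing from the plate sample mean at a set confidence after two filtering rounds, in either direction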;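 further: slope of fluorescence scaled to starting intensity during 10 to 20 s after thallium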
Furin inh – human furin inhibition; P09958; purified furin, fluorogenic substrate cleavage; inhibition, % at 30 µM; 220,000 tested, 0.061% active; in the data active means inhibition above about 25%; further: inactives centre near -15
EBV gp42 inh – blocks Epstein-Barr virus glycoprotein 42 binding | Fluorescence polarization binding assay, mP read-out | inhibition, % (tested at 21.74 µM) | 220,000 tested, 0.42% active | AID 1085; in the data active means inhibition above about 50%
Target sequence (Q1HVG2 whole entry, looked up): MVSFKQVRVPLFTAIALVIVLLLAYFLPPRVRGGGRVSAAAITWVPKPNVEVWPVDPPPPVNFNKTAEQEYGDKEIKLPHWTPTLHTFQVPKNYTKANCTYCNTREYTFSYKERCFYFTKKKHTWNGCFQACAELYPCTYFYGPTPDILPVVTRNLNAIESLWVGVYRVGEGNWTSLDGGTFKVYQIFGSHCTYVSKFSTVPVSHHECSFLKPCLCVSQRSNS
14-3-3 Bad PPI – disrupts binding of bovine 14-3-3 zeta to phospho-Bad peptide; P63103; TR-FRET 14-3-3zeta/Dy647-pBad peptide displacement, 1 h; inhibition, % at 21.7 µM; 220,000 tested, 0.71% active;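 active means inhibition above about 70%, limit read from the data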;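 further: 0% = full 14-3-3 plus peptide FRET controls and 100% = background without 14-3-3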
Target sequence (P63103 whole entry, looked up): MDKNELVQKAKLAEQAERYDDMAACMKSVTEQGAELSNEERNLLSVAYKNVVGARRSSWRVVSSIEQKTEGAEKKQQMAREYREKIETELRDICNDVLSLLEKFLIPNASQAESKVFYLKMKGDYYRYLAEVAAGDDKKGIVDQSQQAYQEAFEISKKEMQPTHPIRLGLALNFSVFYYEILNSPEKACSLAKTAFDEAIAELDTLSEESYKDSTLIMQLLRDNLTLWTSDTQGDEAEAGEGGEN
hK5 inh – blocks human kallikrein 5 protease activity; Q9Y337; AID 873; 210,000 tested, 0.59% active; inhibition, % at 5 µM; recombinant hK5, fluorogenic AMC substrate cleavage;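 active means inhibition of 40% or more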;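 further: 0% = enzyme controls without compound and 100% = no-enzyme blanks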
Target sequence (Q9Y337 67-293 limits assumed): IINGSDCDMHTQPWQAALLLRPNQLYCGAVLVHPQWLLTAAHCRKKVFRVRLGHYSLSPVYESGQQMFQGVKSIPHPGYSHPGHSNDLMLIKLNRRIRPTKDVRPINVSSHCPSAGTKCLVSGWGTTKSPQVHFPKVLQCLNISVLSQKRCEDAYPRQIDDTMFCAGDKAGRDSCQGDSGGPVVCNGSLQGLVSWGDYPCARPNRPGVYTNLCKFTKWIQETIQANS
Active calls of the source: *; i = inactive; . = no result given; & = joins results of further samples; ! = repeats disagree; [ ] = dose if it differs, or a comment.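 How the source made its calls, unless noted: active means inhibition above about 30% (limit read from the data); inactive means the rest.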

Each structure is followed by: p47phox inh, eIF4E 4G PPI, Rad51 HR inh, thrombin 1536, KCC2 mod, Furin inh, EBV gp42 inh, 14-3-3 Bad PPI, hK5 inh
- Cc1ccc(C2(C(F)(F)F)NC(=O)N3CCN=C3S2)cc1 (centres undefined)
→ 2, -1, 3, 1, 0.14, -5, -16, -10, 0
- CCCCCCC(=O)Nc1c(O)c2ccccc2[nH]c1=O
→ -5, -3, -6, 7, 0.82, -4, -15, -2, 17
- Cc1sc2ncnc(SCC(=O)c3ccc(Cl)s3)c2c1C
→ -31, 0, ., 5, 1.4, -13[20 µM], -30, -4, 8
- O=C(NCC1CCCO1)/C(=C\c1cccc([N+](=O)[O-])c1)NC(=O)c1ccccc1 (centres undefined)
→ -8, 3, 10, 6, 0.66, -22, -7, -10, -2
- CN(CC(=O)N1CCc2[nH]c3ccc(F)cc3c2C1)CC1OCCO1
→ -11, -3, -11, -16, -0.93, -27[20 µM], 0, -2, 6
- COc1cc(/C=C2\S/C(=N/S(=O)(=O)Cc3ccccc3)NC2=O)c([N+](=O)[O-])cc1OC
→ -10, -3, 2, -4, -0.19, -6, -9, 6, 0
- CC(C(=O)NCC1CCCCC1)N1CCN(S(=O)(=O)c2ccccc2F)CC1 (centres undefined)
→ -1, -1, -4, -9, 0.093, 1, -10, -19, 5
- CCOC(=O)CNc1nnc(SCC(=O)OCC)[nH]c1=O
→ -5, 5, -3, -5, ., -11, -13, -9, -3
- N=c1ccn(CC(=O)c2ccc(-c3ccccc3)cc2)cc1
→ 1, 2, -18, 7, 0.054, 1, 1, 4, 9
- COC(=O)c1c(C(=O)OC)c(-c2ccc(Cl)c(Cl)c2)n2c1CCC2
→ -11, 5, -2, -12, 0.52, 5[20 µM], -7, 6, 1
- Cc1cc(C)c2cc(C)c(SCC(=O)NCc3ccco3)nc2c1
→ -6, -3, -5, -6, -0.016, -19, -3, -10, 5
- COc1ccccc1OCCNC(=O)Nc1ccc(Br)cc1
→ -11, -2, ., -5, 0.11, -18, 5, -3, .
- C=CCn1nnnc1SCC(=O)Nc1cccc(OC)c1
→ 1, -5, -3, -5, -0.42, -7, -15, 6, -8
- COc1ccc(S(=O)(=O)N2CCC(C(=O)OCC(=O)c3ccccc3)CC2)cc1[N+](=O)[O-]
→ -16, 3[fluorescence artefact?], 5, 1, -0.25, -28, -4, 2, -6
- CCN(Cc1ccccc1)C(c1cc2cc(C)ccc2[nH]c1=O)c1nnnn1CCOC (centres undefined)
→ -7, -5, -13, 1, -1.1, -18, 2, 11, -10
- NC1=NC2(CCCC2)n2c(nc3ccccc32)N1
→ 4, -3, 11, -2, 0.00033, -18, 6, -9, -22
- O=C(Cn1c(O)c(N=NC(=O)c2ccncc2)c2ccccc21)Nc1ccccc1
→ -5, 8, 20, 2, 0.78, -9, -12, -4, 2
- O=C(O)C1CCN(Cc2cnn(-c3ccccc3)c2-n2cccc2)CC1
→ -13, -3, -2, -13, 0.021, -34, -8, -1[fluorescence artefact?], -9
- Cc1ccccc1N1CC(c2nc3ccccc3[nH]2)CC1=O (centres undefined)
→ -2, -2[fluorescence artefact?], -15, -5, 1.3, -21[20 µM], -14, -7[fluorescence artefact?], -8
- Cc1ccc(NC(=O)NCCN2C(=O)C3C4C=CC(C4)C3C2=O)cc1 (centres undefined)
→ -15, 0, -4, -1, ., -26, -15, 3, 1
- CN(C)c1nc(N)nc(N(c2ccccc2)c2ccccc2)n1
→ -10, 2, 10, -7, -1.2, -5, 7, 4, 23
- COC1=C(OC)C(=O)C(CCCCCCCCCCO)=C(C)C1=O
→ 8, -1, -5, ., 0.04, ., -3, -3, .
- Cn1cc(S(=O)(=O)Nc2ccc(Br)cc2F)c(=O)n(C)c1=O
→ -12, 3, 6, -2, -0.12, -7, -20, 1, 7
- COC(=O)c1cc2c(C)[nH]c(C)c2cc(C(=O)OC)c1=O
→ -3, 1, ., -4, 0.063, -5, -8, 0[fluorescence artefact?], -9
- CCOc1ccccc1N1CCN(S(=O)(=O)c2cc(C)ccc2OC)CC1
→ -13, -1, 9, -8, -0.59, -25, -2, -5, -5
- CCOc1cc(NC(=S)Nc2ccccc2)c(OCC)cc1NC(=O)c1ccccc1
→ -12, 1, -2, 3, ., -12[20 µM], -11, -9, 32
- Cn1cc(Br)c(C(=O)N/N=C/c2cccc(OC3CSC3)c2)n1
→ 5, -9, ., -8, -0.48, -23, -86, 1, -11
- CN1c2ccc(Cl)cc2C(=O)NC1C1CC=CCC1 (centres undefined)
→ 0, 0, 10, -8, ., -10, 1, -10, -12
- O=c1[nH]ncn1-c1ccccc1
→ -2, 4, ., 5, 0.24, -27, -8, -6, .
- O=C(Nc1nncs1)Oc1ccccc1
→ -8, -10[fluorescence artefact?], -6, -10, 1.9, -14[20 µM], -8, -3[fluorescence artefact?], -14
- Cc1ncc([N+](=O)[O-])n1CCOC(=O)c1ccc(Br)cc1
→ -16, 3, -14, -9, -0.83, 21, 2, 3, -12
- CC(C)(C)c1ccc(C(=O)Nc2ccc(S(N)(=O)=O)cc2)cc1
→ -6, 5, 14, 3, 0.28, -9, -9, 3, 1
- CC1CCN(C(=O)C2CCC(CNS(=O)(=O)c3cccc4cccnc34)CC2)CC1 (centres undefined)
→ -1, -4, ., -1, ., -5, -15, 5, -16
- CN1CCCNc2nc3ccccc3nc21
→ -11, 1, -7, -1, -0.2, -6, 1, -1, -3
- Clc1ccccc1/C=N/NC1=Nc2cccc3cccc1c23
→ -12, 4, -21, -6, -0.02, -20, 43, -9, -7
- COc1ccc(N(C)C(=O)CCS(=O)(=O)c2cccc3nonc23)cc1
→ -9, -5, 4, 2, -0.25, -14[20 µM], -2, 6[fluorescence artefact?], 5
- Cc1cccc2nc(COc3ccc(Cl)c4cccnc34)cn12
→ -4, 0, 6, -7, -3, -17, -6, -23, 1
- Nn1c(Nc2ccccc2)nc2ccccc21
→ -5, 10, -16, -5, -4.8, -36, -1, -13, -4
- CCN=C1SC(CC(=O)Nc2ccc3c(c2)OCO3)C(=O)N1CC (centres undefined)
→ -6, 3, -10, 24, -1.4, -5, 0, 0, 15
- CCOC(=O)c1c(C)[nH]c(C(=O)COC(=O)c2ccncc2)c1C
→ -10, -5[fluorescence artefact?], -15, 1, -0.01, -14, -4, 8, 16
- O=C(Oc1ccccc1C(=O)N1CCOCC1)c1ccccc1
→ -5, -1, -10, 3, -0.015, -7[20 µM], -26, -5, -2
- CC(=O)c1ccccc1N(C(=O)Cn1nnc2ccccc21)C(C(=O)NCC1CCCO1)c1ccc(N2CCOCC2)cc1 (centres undefined)
→ 5, 2, 6, 7, -0.15, -17, -4, -5, -4
- O=C(N/N=C/c1sc2ccccc2c1O)c1ccccc1
→ -40, 6, -223, 2, i, -19, -235, 5, 10
- COc1ccc(C(=O)Nc2nc3cc4c(cc3s2)OCO4)c(OC)c1
→ -5, 3, -26, -4, 0.23, -61, -25, 19, -3
- COc1ccc(-c2nc3ccccn3c2CN2CCN(c3ccccc3F)CC2)cc1
→ -7, 5, 0, -5, 0.23, -17, 11, 7, -14
- O=C(N/N=C/c1ccc2c(c1)OCO2)c1cc(-c2ccccc2Cl)nc2ccccc12
→ -11, 0[fluorescence artefact?], ., 36, 0.34, -4, -26, 5[fluorescence artefact?], 27
- CC(=O)c1cccc(NS(=O)(=O)N2CCCCC2)c1
→ -6, 4, 14, -6, -0.12, -18[20 µM], -9, 8, 8
- C=CCn1cnc2scc(-c3ccc(CC)cc3)c2c1=O
→ -1, 2, -10, 0, -4.1*, -12[20 µM], 0, -4, -8
- CCC(=O)N(CCc1ccc(S(N)(=O)=O)cc1)C1CC(=O)N(c2ccc(OC)cc2)C1=O (centres undefined)
→ -3, -2, 25, -9, -0.6, -17, 4, -17, -4
- COc1cc(/C=C2/C(=O)NN(c3ccc(Cl)cc3)C2=O)ccc1OC(=O)c1ccco1
→ -3, -3, -4, 3, -0.65, -5, -7, -28, 4
- O/N=C\c1cccn1-c1nccs1
→ -2, 1, -12, -13, -0.82, -13, -15, -1, -6
- CCOC(=O)c1ccccc1NC(=O)CSc1cccc[n+]1[O-]
→ -8, 9, 2, 6, 0.31, -7[20 µM], -20, 1, 1
- Cc1csc2nc3ccccc3c(=O)n12
→ -7, 5, ., -1, 0.78, -8[20 µM], -1, 8, -6
- CCN1C(=O)/C(=C2/Sc3ccccc3N2CCCS(=O)(=O)O)SC1=S
→ -27&-14, 2&2, -5&-14, 18&5, 0.26&0.44, 21&11, 11&-8, 10&-3, 43*!
- O=S(=O)(c1cnc(Cl)c(Cl)c1)N1CCCc2ccccc21
→ -9, 2, 3, -5, -0.91, -13, 2, 1, -18
- CC(C)C(c1nnnn1Cc1ccco1)N1CCN(C2CCCC2)CC1 (centres undefined)
→ -12, 0, -3, 7, ., -18, -5, 43, 6
- CCCCN(CCCC)C(=O)c1ccccc1NC(=O)CN1C(=O)c2ccccc2C1=O
→ -2, -7, 2, 2, -0.85, -11[20 µM], -15, -2, -13
- Cn1c(=O)c2c(c3ccccc31)OC(=O)CC2c1cccnc1 (centres undefined)
→ -87, 3, -5, 1, 1.3, -4, -7, 0, -10
- CN=c1scc(C)n1/N=C/c1ccc(O)cc1
→ 1, 8, -6, 0, -0.076, 5, -2, -10, -4
- CCn1c(C)nc2cc(C(=O)N/N=C/c3ccccc3)ccc21
→ -14, 0, ., -2, -0.37, -22, -18, -3, 0

Remaining list, next part
Each structure is followed by: p47phox inh, eIF4E 4G PPI, Rad51 HR inh, thrombin 1536, KCC2 mod, Furin inh, EBV gp42 inh, 14-3-3 Bad PPI, hK5 inh
- CCOC(=O)C1(CCCc2ccccc2)CCN(C2CCSCC2)CC1
→ -8, 0, 0, -16, -0.81, -24, -12, -5, -1
- COc1ccc(Br)cc1S(=O)(=O)NCc1ccccc1
→ 0, 0, 1, -9, -0.14, -3, 3, -7[fluorescence artefact?], -22
- COc1cccc(-c2ccc(C#N)c(SCC(=O)NCCc3ccc(Cl)cc3)n2)c1
→ -9, 8, -7, -2, 0.38, -24, -30, -3, -6
- O=C(NCc1ccco1)C1CCCN1C(=O)Nc1cccc(Cl)c1 (centres undefined)
→ -7, -1, -164, 1, ., -26, -13, -11, 0
- O=S1(=O)NC(=NCc2ccccc2)c2ccccc21
→ 4, -3, 0, -6, ., -25[20 µM], -5, 4[fluorescence artefact?], -19
- Cc1cc(Cl)ccc1OCCCC(=O)NC1CCN(C)CC1
→ -3, -2, 2, -20, -0.04, -30, 0, -4, -21
- CCC(CC)NC(=O)c1n[nH]c(=O)c2ccccc12
→ 22, 10, 4, -4, -2.8, -16, -7, 0[fluorescence artefact?], -8
- CC(C)C1Nc2c(C(=O)O)cccc2C(Nc2ccccc2C(=O)O)C1(C)C (centres undefined)
→ 10, 0, -2, -8, -7.1*, -28, -4, 0, -3
- CCCn1c(=O)[nH]c(=O)c2[nH]cnc21
→ -10, 5, 12, ., -1.3, -15, -9, -7, -10
- O=C(O)Cc1coc2ccc3ccccc3c12
→ -4, -2, -2, 1, 1.2, -20, -5, -9, -1
- CC(=O)NCc1ccc(S(=O)(=O)NC2CCN(Cc3ccccc3)CC2)cc1
→ -5, -11, -43, -1, -1.5, -22, 0, 3, 0

Full records, quoted from the list. Order of values: p47phox inh, eIF4E 4G PPI, Rad51 HR inh, thrombin 1536, KCC2 mod, Furin inh, EBV gp42 inh, 14-3-3 Bad PPI, hK5 inh
CCCn1c(=O)[nH]c(=O)c2[nH]cnc21 as listed: -10, 5, 12, ., -1.3, -15, -9, -7, -10
CC(C)C1Nc2c(C(=O)O)cccc2C(Nc2ccccc2C(=O)O)C1(C)C (centres undefined) as listed: 10, 0, -2, -8, -7.1*, -28, -4, 0, -3
O=C(O)Cc1coc2ccc3ccccc3c12 as listed: -4, -2, -2, 1, 1.2, -20, -5, -9, -1
COc1ccc(Br)cc1S(=O)(=O)NCc1ccccc1 as listed: 0, 0, 1, -9, -0.14, -3, 3, -7[fluorescence artefact?], -22

Assay outcomes (PubChem)
